Bioassay records: PubChem BioAssay, several laboratories
NCOA2 inhibitor: inhibits human steroid receptor coactivator 2 | 370,000 tested, 0.17% active | inhibition, % at 9 µM | HEK293 GAL4-SRC2 luciferase reporter, luminescence;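 active = inhibition above the mean inhibition of all tested compounds plus 3 SD, set per campaign, cut at about 52% in these data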;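 also: 0% = DMSO treated cells and 100% = cells given Gossypol at 36 µM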
NCOA1 inh: inhibits human SRC1 coactivator; 360,000 tested, 0.12% active; inhibition, % at 3.6 µM; HEK293 GAL4-SRC1 luciferase reporter, luminescence;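 active = inhibition above the campaign mean plus 3 SD, with each screening campaign given its own cutoff, cut at about 60% in these data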;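 also: 0% = DMSO treated cells and 100% = gossypol at 36 µM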
NCOA3 inh: human NCOA3 inhibition; Q9Y6Q9; 360,000 tested, 0.17% active; inhibition, % at 3.6 µM; HEK293 GAL4-SRC3 luciferase reporter, luminescence; AID 588352;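 active = inhibition above a per-campaign cutoff, the mean of all compounds plus 3 SD, cut at about 60% in these data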;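 also: 0% = DMSO-treated cells and 100% = gossypol-treated cells at 36 µM; higher means less SRC3-driven luciferase light from the GAL4 reporter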
Target sequence (Q9Y6Q9 whole entry, looked up, the tested form may be a part): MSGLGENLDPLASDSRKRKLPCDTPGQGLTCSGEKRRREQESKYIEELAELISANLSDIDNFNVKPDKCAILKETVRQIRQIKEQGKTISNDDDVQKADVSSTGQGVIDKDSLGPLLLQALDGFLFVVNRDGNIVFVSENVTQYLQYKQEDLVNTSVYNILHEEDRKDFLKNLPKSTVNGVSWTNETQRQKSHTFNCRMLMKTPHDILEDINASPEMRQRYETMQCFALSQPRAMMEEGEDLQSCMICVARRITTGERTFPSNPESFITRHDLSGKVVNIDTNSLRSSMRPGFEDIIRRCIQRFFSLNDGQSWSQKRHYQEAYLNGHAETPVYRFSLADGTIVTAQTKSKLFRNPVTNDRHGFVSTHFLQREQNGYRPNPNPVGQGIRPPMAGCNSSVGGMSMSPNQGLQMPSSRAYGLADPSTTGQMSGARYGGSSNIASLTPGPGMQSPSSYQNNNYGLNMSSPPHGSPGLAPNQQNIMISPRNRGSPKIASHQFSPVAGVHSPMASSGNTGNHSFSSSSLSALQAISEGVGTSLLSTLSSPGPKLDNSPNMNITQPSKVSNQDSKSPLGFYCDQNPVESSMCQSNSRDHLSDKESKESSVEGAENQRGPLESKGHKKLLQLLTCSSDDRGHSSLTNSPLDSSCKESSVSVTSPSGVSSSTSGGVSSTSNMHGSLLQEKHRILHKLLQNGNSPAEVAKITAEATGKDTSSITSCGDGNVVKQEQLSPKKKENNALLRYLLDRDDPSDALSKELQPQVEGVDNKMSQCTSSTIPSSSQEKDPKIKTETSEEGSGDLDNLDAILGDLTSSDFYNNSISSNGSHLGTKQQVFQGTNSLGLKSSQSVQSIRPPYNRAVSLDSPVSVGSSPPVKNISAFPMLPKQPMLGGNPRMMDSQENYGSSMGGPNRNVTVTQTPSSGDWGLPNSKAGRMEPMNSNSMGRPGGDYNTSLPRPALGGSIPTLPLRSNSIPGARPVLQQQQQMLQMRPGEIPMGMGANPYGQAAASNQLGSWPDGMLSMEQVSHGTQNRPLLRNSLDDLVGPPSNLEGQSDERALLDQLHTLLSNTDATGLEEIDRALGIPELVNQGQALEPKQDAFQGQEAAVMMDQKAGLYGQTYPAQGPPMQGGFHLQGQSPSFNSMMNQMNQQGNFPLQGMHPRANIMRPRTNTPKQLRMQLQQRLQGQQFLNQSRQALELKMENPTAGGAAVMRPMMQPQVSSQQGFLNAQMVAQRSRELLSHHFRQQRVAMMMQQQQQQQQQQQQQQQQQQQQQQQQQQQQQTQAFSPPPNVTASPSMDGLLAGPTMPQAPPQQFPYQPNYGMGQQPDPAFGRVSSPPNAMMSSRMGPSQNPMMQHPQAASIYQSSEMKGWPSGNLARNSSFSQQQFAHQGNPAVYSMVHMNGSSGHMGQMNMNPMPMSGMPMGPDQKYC
LRH-1 inv ag: inverse agonists of human LRH-1 (NR5A2). HEK293T StAR-luciferase reporter, LRH-1 transfected, 24 h. inhibition, % at 3.6 µM. AID 602396. 360,000 tested, 0.13% active. O00482;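 active = inhibition above the mean inhibition of all tested compounds plus 3 SD, cut at about 73% in these data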;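 also: 0% = DMSO wells and 100% = reporter-only cells lacking LRH-1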
TROY signal inh: TROY signaling inhibition; 360,000 tested, 0.98% active; inhibition, % at 10 µM; Q293 LMP1-TROYcd NF-kB luciferase reporter, 4 h;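 active = compounds whose plate-normalised and pattern-corrected inhibition of the luciferase reporter signal at the single screening dose is 50% or more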
NR2F2 inh: blocks human COUP-TFII nuclear receptor | P24468 | 370,000 tested, 0.7% active | HEK293T NGFI-A luciferase reporter, luminescence | AID 686940 | inhibition, % at 8.6 µM;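 active = inhibition above a per-plate cutoff, mean inhibition of test wells between control levels plus 3 SD, cut at about 38% in these data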;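 also: cells cotransfected with COUP-TFII expression vector driving the NGFI-A reporter; 0% = median of COUP-TF2 test wells and 100% = reporter-only cells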
TWEAK-Fn14 inh: blocks TWEAK-Fn14 interaction in a reporter cell assay. inhibition, % at 10 µM. TWEAK-stimulated Fn14 reporter cells, luciferase luminescence, 8 h. 360,000 tested, 2% active; in the data active = inhibition above about 50%
KKLEB tox: counter-screen for CF NF-kB inhibitors: cytotoxicity. AID 602141. activity change (cytotoxicity), % at 5 µM. KKLEB CF airway cells viability, ATPlite luminescence, overnight; active compounds read low; cells stimulated with P. aeruginosa culture filtrate. 360,000 tested, 0.36% active;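 active = corrected activity change at or below -50% at 5 µM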
EBV LMP1 NFkB: inhibitors of Epstein-Barr LMP1-induced NF-kappaB reporter | LMP1-induced NF-kappaB luciferase reporter cells, luminescence | inhibition, % at 12.5 µM | 350,000 tested, 0.69% active | AID 504558; in the data active = inhibition above about 41%;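 also: 0% = neutral control wells and 100% = reference inhibitor control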
TRAIL sens C8: sensitizes caspase-8 expressing cells to TRAIL | NB7+C8 cells + TRAIL, ATPlite viability luminescence | inhibition (viability loss, TRAIL sensitization), % at 10 µM | 360,000 tested, 1% active | AID 624354;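 active = compounds causing at least 50% loss of cell viability in the single-dose screen, relative to plate controls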
CF NFkB inh: cystic fibrosis NF-kB activation inhibition | 360,000 tested, 0.86% active | AID 588850 | inhibition, % at 5 µM | KKLEB NF-kB-GFP reporter, PAF-induced, GFP fluorescence overnight;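 active = at least 50% inhibition at 5 µM, scaled per plate between neutral and stimulator controls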;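 also: PAF is a Pseudomonas aeruginosa culture filtrate used as stimulus; plate controls were PAF-stimulated DMSO wells for no effect and unstimulated DMSO wells for full effect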
* marks the source's active call; other numbers are inactive results; x = not tested or not shown.

SMILES	NCOA2 inhibitor	NCOA1 inh	NCOA3 inh	LRH-1 inv ag	TROY signal inh	NR2F2 inh	TWEAK-Fn14 inh	KKLEB tox	EBV LMP1 NFkB	TRAIL sens C8	CF NFkB inh
O=C(NCCCn1ccnc1)C(Cc1ccccc1)N1C(=O)c2ccccc2C1=O (centres undefined)	-4	-15	0	12	-11	8	1	-6	-2	-15	2
CCOC(=O)C1CCN(C(=O)COC(=O)c2c(C)c(CC)nc3ccccc23)CC1	-11	0	18	1	-1	-7	10	-19	2	11	-7
O=C(CN1C(=O)C2CCCCC2C1=O)NC1CCCc2ccccc21 (centres undefined)	11	3	13	-3	14	-5	1	-28	0	-35	-8
CCOc1cc(N2CCOCC2)c(OCC)cc1NC(=O)CN1CCC(Cc2ccccc2)CC1	-13	11	17	9	10	-2	-19	1	-1	4	26
Cc1ccc(C(=O)NCC(=O)Nc2ccncc2)cc1C	4	-24	5	-22	-12	-13	10	-12	0	-2	10
O=C(O)Cc1c[nH]c2ccc(O)cc12	-19	-3	8	22	14	-6	5	32	-2	8	2
O=C(C1CCC(=O)N(C2CC2)C1)N1CCC(Oc2ccccc2F)CC1 (centres undefined)	-8	-8	-2	16	-6	12	-3	32	2	-17	-47
COCCN1C(=O)CCC1(C)C(=O)NC1CCCCC1 (centres undefined)	-26	-31	-3	-1	2	-19	19	-20	x	-11	-9
COc1cccc(/C=C2/C(=O)NN(c3ccc(C)c(C)c3)C2=O)c1	19	-34	-48	-44	-7	-1	-12	-27	-7	-3	5
COc1ccc(CCNC(=O)CCOc2ccc(C(C)(C)C)cc2)cc1OC	-17	-24	-9	-31	-6	-4	-4	-3	-10	2	5
COCCCn1c(C(=O)NCCN2CCOCC2)cc2c(=O)n3cccc(C)c3nc21	-12	-7	-18	13	3	-3	-15	-5	6	-11	-6
CCCCS(=O)(=O)CC(COc1ccccc1)OC(=O)c1ccccc1 (centres undefined)	2	4	6	10	-14	-6	2	-2	4	-12	6
CCOc1ccc(-n2c(=O)c3sccc3n(CC(=O)NCCc3ccc(OC)c(OC)c3)c2=O)cc1	-3	-3	15	0	10	9	-35	-5	-7	-4	-10
COc1cc(CNC(C)(C)CO)ccc1OCC(=O)Nc1ccc(Br)cc1	-4	-14	8	-9	-22	-3	1	-3	-2	2	9
C=CCNC(=O)CN(Cc1ccccc1)S(=O)(=O)c1ccc(C)cc1	2	17	11	13	3	-5	4	1	2	2	18

Sorted by molecular weight (smallest number first): part of the list above.
SMILES	NCOA2 inhibitor	NCOA1 inh	NCOA3 inh	LRH-1 inv ag	TROY signal inh	NR2F2 inh	TWEAK-Fn14 inh	KKLEB tox	EBV LMP1 NFkB	TRAIL sens C8	CF NFkB inh
COc1cccc(/C=C2/C(=O)NN(c3ccc(C)c(C)c3)C2=O)c1	19	-34	-48	-44	-7	-1	-12	-27	-7	-3	5
O=C(CN1C(=O)C2CCCCC2C1=O)NC1CCCc2ccccc21 (centres undefined)	11	3	13	-3	14	-5	1	-28	0	-35	-8
O=C(NCCCn1ccnc1)C(Cc1ccccc1)N1C(=O)c2ccccc2C1=O (centres undefined)	-4	-15	0	12	-11	8	1	-6	-2	-15	2
CCOc1ccc(-n2c(=O)c3sccc3n(CC(=O)NCCc3ccc(OC)c(OC)c3)c2=O)cc1	-3	-3	15	0	10	9	-35	-5	-7	-4	-10

(cont.)
SMILES	NCOA2 inhibitor	NCOA1 inh	NCOA3 inh	LRH-1 inv ag	TROY signal inh	NR2F2 inh	TWEAK-Fn14 inh	KKLEB tox	EBV LMP1 NFkB	TRAIL sens C8	CF NFkB inh
O=C(c1ccc(NC2=NC3CS(=O)(=O)CC3S2)cc1)N1CCN(C(=O)c2ccco2)CC1 (centres undefined)	-13	-2	-2	-10	-7	9	-3	-18	-4	16	-11
CCN(CC)C(=O)C1CC(=O)OC1(C)C (centres undefined)	-10	-2	10	-5	7	-14	6	4	-5	6	-6
Cc1cc(NC(=O)CSc2nc(C(C)C)nc3sc(C)c(C)c23)no1	7	2	27	1	3	-15	-11	1	5	-19	8
COc1cccc(-c2noc(C3CCCN(C(=O)c4ccccc4OC)C3)n2)c1 (centres undefined)	-25	-29	-72	-38	9	-21	-6	3	-23	6	8
Cc1cccc(NC(=O)CCCN=C2NS(=O)(=O)c3ccccc32)c1C	-6	6	-5	11	-8	15	-3	0	4	14	0
COc1ccc(Nc2ncnc3sc(-c4ccccc4)cc23)cc1	-26	-7	14	-25	19	15	23	-11	11	-5	2
CCCCOCCCNC(=O)N[C@H](C(=O)OC)C(C)CC (some centres undefined)	-3	-12	7	3	-4	5	0	0	-5	-11	-2
CS(=O)(=O)c1ccc(Cl)c(NC(=O)c2ccc3ccccc3c2)c1	-24	4	15	-20	-25	-12	-13	17	3	6	-27
COc1ccc(-c2cc(-c3c(O)c(OC)c4occc4c3OC)[nH]n2)cc1OC	-18	-5	6	-14	-17	-5	-23	17	18	-18	-53
COc1ccccc1NC(=O)CCCCCN1C(=O)c2cccc([N+](=O)[O-])c2C1=O	1	6	-11	7	10	-8	4	1	4	-18	-32
CC(c1ccon1)N(C)C(=O)CCc1nnc(C2(c3ccc(Cl)cc3)CCC2)o1 (centres undefined)	-27	-28	-10	-17	-35	-17	-23	5	-9	0	15
O=C(Oc1ccc2ccccc2c1)c1ccco1	10	-9	-10	-5	-4	12	-8	-3	1	-2	18
CC(C)Sc1nc2sc3c(c2c2nnc(SCC(=O)NCc4ccco4)n12)CCCC3	-18	-8	-11	-26	18	11	30	-16	3	-3	28
Cc1ccc(NC(=S)N2CCOCC2)cc1	-8	-15	1	1	-14	0	-6	-6	-5	5	-1
O=C1OC(O)c2cccc3cccc1c23 (centres undefined)	-2	7	-4	4	-11	8	5	11	-5	-18	-2
O=C1CCCN1CCCNC(=S)Nc1ccc(Nc2ccccc2)cc1	16	-2	17	2	9	14	-15	2	4	0	1
Cc1cccc(NS(=O)(=O)c2ccc(-c3cnc(C4CC4)o3)cc2)c1C	15	-18	5	27	58*	-32	31	11	8	-1	52*
C/C(N)=C(/C#N)C(=O)CSc1nnc(-c2ccccc2)n1C	-11	-6	-23	-31	-35	-28	-10	0	0	-24	7
CCOc1ccc(NC(=S)Nc2ccc3nsnc3c2)cc1	-48	-16	-15	-9	-45	-17	19	6	-9	-16	-21
CN(c1cccc(Cl)c1)S(=O)(=O)c1cccc(C(=O)NCc2ccncc2)c1	15	-16	-4	37	15	25	2	0	5	5	6
COc1cc(-c2noc(C)c2C(=O)NCCCN2CCOCC2)cc(OC)c1OC	-13	13	-17	-2	-25	-9	6	9	0	-10	20
O=C(Oc1cccnc1)c1ccc([N+](=O)[O-])cc1	3	7	8	-4	21	-25	-10	13	1	14	-14
Cc1c(NC(=S)N/N=C/C=C/c2ccc([N+](=O)[O-])cc2)c(=O)n(-c2ccccc2)n1C	-32	-6	13	-12	10	7	-1	-2	-2	-1	1
CC(C)(C)NC(=O)CN(C(=O)CNC(=O)c1cccs1)c1ccc2c(c1)OCCO2	-20	0	16	17	20	7	16	1	0	-21	-8
CC1=NN(C(=O)Cn2nc([N+](=O)[O-])cc2C)C(O)(C(F)(F)F)C1 (centres undefined)	-4	8	-1	2	6	-4	0	15	-15	-10	-8
CC(=O)c1c(C)[nH]c(C(=O)NCCCN2CCCC2)c1C	7	5	15	-1	-2	6	5	-2	-10	-1	10
S=C1NC2(CCCCC2)Cc2ccccc21	5	-8	3	15	-14	15	-16	-2	-5	11	-5
O=C1Nc2c(c(=O)[nH]c(=O)n2-c2ccc(F)cc2)C1(NS(=O)(=O)c1ccccc1)C(F)(F)F (centres undefined)	-16	7	3	-3	18	-1	-6	1	-4	9	-4
O=C1CC(N2CCN(S(=O)(=O)c3ccccc3)CC2)C(=O)N1c1ccccc1 (centres undefined)	-47	-11	14	2	-7	-22	-14	-1	-9	-11	-14
CN1CC(c2ccccc2)Oc2ccccc2C1=S (centres undefined)	-3	14	7	9	-5	13	19	-1	-3	-20	-1
Cc1cccc(NC(=O)c2ccc(OCc3c(C)noc3C)cc2)c1C	31	4	25	-14	13	-6	-2	1	-2	18	-27
CN(C)S(=O)(=O)c1ccc(NC(=O)CSc2ncnc3ccccc23)cc1	28	3	10	6	-1	4	25	-10	-4	-7	20
COC(=O)[C@H](CC(C)C)NC(=O)NC1CCCCC1C (some centres undefined)	-19	4	-10	-17	4	-12	-21	2	0	3	3
N/C(=N\OC(=O)c1cccc(Br)c1)c1ccncc1	-33	-28	-44	-30	-12	-31	-3	13	-11	2	-47
COc1ccc(CNC(=S)Nc2ccc(F)c(Cl)c2)cc1OC	12	10	-4	16	14	10	0	-6	0	1	-12
Clc1ccc(OCCn2cnc3ccccc32)cc1	-26	0	4	13	-22	-5	-6	-3	-2	-16	16
O=C(CN1CCC(n2nnc3cc(F)ccc32)CC1)Nc1ccccc1N1CCOCC1	-1	-12	12	1	-2	-7	-33	-12	-5	-8	6
Cc1cc(C)c2cc3c(N)c(C(=O)N4CCOCC4)sc3nc2c1	-32	-1	-5	-23	-19	0	-3	7	-27	-9	4
O=C(COc1ccccc1)NC(=S)Nc1ccc2c3c(cccc13)CC2	-2	3	14	-12	-40	-3	-16	3	9	-15	14
CNC(=O)c1ccc(CNC(=O)OCc2ccccc2)cc1	-28	-2	3	-25	-23	-6	9	5	1	8	-6
COCCCNC(=O)C(=O)NCC1CCCN1S(=O)(=O)c1cccs1 (centres undefined)	3	18	-7	14	0	-9	2	-9	-2	17	2
Cc1ccc(S(=O)(=O)Nc2cc(-c3ccc(Cl)cc3)nn2C)cc1	17	5	20	9	2	15	-9	-21	x	-5	5
O=C1NC(=O)/C(=C/c2ccccn2)S1	8	-5	8	-2	-37	8	-4	-2	4	-11	-2
CC(C)[C@H](NC(=O)OCc1ccccc1)C(=O)N[C@@H](Cc1c[nH]c2ccccc12)C(=O)O	-7	-11	-15	14	-3	12	10	-1	2	-4	-23
O=C(C1CCCO1)N1CCN(S(=O)(=O)c2ccc(Br)cc2)CC1 (centres undefined)	-6	-9	2	4	3	-4	4	0	10	-6	-13
Cc1nc2cc(NC(=O)c3ccc(Cl)cc3)ccc2n1C	-24	-105	-107	-165	-2	-31	50*	6	18	29	-11
CCOC(=O)N/N=C\c1ccc(C)s1	-24	-14	-15	-41	-36	-31	-26	10	-11	-4	-5
Cc1nc2ccc(NC(=O)c3ccc(=O)[nH]c3)cc2s1	-26	-9	0	-14	14	1	10	-1	6	8	-9
COc1ccc(-c2[nH]ncc2CNCc2cc(C)n(C)n2)c(F)c1	12	8	10	-4	3	0	-1	-6	2	17	-7
CCCCCCn1cc(CN2CC(N3CCN(C4CCN(C)CC4)CC3)CS2(=O)=O)nn1 (centres undefined)	21	x	x	-1	-5	6	9	x	x	-3	x
O=C(Nc1ccc(-c2noc(CCc3ccccc3)n2)cc1)c1cccnc1	10	-16	-42	2	21	20	35	18	6	22	-24
FC(F)(F)c1cccc(CNC(=S)Nc2ccccc2)c1	8	-3	13	5	5	-4	-14	-2	-7	-1	9
COc1cc(C(=O)Nn2c(O)c(C3=c4ccccc4=NC3=O)sc2=S)ccc1O	-29	-5	13	3	22	-19	5	-4	6	-2	-10
Cc1cccc(-n2c(SCCC(=O)O)nnc2-c2cccs2)c1C	-28	-5	-3	7	0	4	-4	10	8	-4	-2
CCCN1CCN(C(=O)c2c(Cl)cnn2C)CC1	-13	-15	5	6	1	24	17	-12	0	-2	13
